Bioassay records from PubChem.
NIH3T3 tox = NIH 3T3 cell cytotoxicity. NIH 3T3 viability, CellTiter-Glo ATP luminescence, 48-72 h. Potency, µM (series often up to 96.7 µM), without a hit: at the highest dose activity change, negative = cytotoxicity, most hits filed as inhibitors. hit rate 4.3% among 94,000; note: potency is the fitted concentration of half-maximal effect; nearly all actives have a fitted effect of over 55% in size
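Viability of NIH 3T3 cells after 48 or 72 hr compound treatment at 37 °C was assessed by CellTiter-Glo, with luminescence imaged following a 10 min room-temperature step.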
SNCA expr inh = inhibitors of alpha-synuclein (SNCA) gene expression; HEK-293 SNCA-luciferase knock-in, luminescence, 24 h; Potency, µM (highest dose often 57.2 µM), for inactives: at the top dose activity change, negative = inhibition, actives largely listed as inhibitors; hit rate 0.17% among 140,000;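 note: potency is the fitted concentration of half-maximal effect; plate controls were DMSO cells for no effect and cell-free wells for full effect; nearly all actives have a fitted effect of over 45% in size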
Luciferase inh = blocks purified firefly luciferase enzyme activity; P08659; purified P. pyralis luciferase, luminescence, biochemical; Potency, µM (highest dose often 115 µM), for the others: top-dose activity change, negative = inhibition, usual class: inhibitors; hit rate 2.5% among 76,000; note: potency is the fitted concentration of half-maximal effect; nearly all actives have a fitted effect of over 65% in size
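Cell-free enzyme assay, 10nM P. pyralis luciferase, luciferin and ATP each at 10uM. Inhibition profiled over a 6-point titration, read as luminescence.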
HEK cytotox = cytotoxic compounds in HEK 293 cells; HEK 293 viability, ATP luminescence (CellTiter-Glo), 48-72 h; Potency, µM (top dose mostly 115 µM), for the others: at the highest dose activity change, negative = cytotoxicity, most hits filed as inhibitors; hit rate 6.6% among 94,000; AID 1345083; note: potency is the fitted concentration of half-maximal effect; nearly all actives have a fitted effect of over 60% in size
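250 HEK 293 cells/well; compound by pintool; incubated 48 or 72 hr at 37 degree Celsius; CellTiter-Glo added, 10 min RT, luminescence imaged.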
GPT2 inhibitor = blocks human glutamate pyruvate transaminase 2; Recombinant GPT2, coupled pyruvate oxidase/HRP Amplex Red fluorescence; Potency, µM (series often up to 57.7 µM), for the others: at the highest dose activity change, negative = inhibition, hits mostly inhibitors; AID 1671188; hit rate 0.25% among 100,000; Q8TD30; note: potency is the fitted concentration of half-maximal effect; nearly all actives have a fitted effect of over 60% in size; many of its hits are not listed in these tables
Target sequence (Q8TD30 whole entry, looked up): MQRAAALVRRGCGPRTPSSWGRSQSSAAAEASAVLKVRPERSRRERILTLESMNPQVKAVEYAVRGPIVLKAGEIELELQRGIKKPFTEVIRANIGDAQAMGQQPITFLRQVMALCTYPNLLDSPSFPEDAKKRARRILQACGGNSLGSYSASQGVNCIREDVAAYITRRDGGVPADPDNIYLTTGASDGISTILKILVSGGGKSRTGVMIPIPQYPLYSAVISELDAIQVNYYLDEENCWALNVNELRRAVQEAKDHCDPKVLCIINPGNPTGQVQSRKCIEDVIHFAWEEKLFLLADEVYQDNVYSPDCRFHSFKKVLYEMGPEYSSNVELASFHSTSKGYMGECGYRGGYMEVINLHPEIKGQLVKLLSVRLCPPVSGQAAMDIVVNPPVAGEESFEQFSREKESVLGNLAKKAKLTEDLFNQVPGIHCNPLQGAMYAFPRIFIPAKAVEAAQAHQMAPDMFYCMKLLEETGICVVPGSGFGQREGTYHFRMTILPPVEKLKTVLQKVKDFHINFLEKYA
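Recombinant GPT2 (10ng/uL) with 250uM a-KG and 2mM L-alanine, 30 min at room temperature, in HEPES pH 7.5 buffer. Pyruvate detected by pyruvate oxidase/HRP/Amplex Red fluorescence after 30 min in the dark; AOA (50uM) as positive control.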
IP6K1 inh = IP6K1 kinase inhibition. IP6K1 kinase, ADP-Glo luminescence, 2 h; hits give low values. AID 1645851. activity change, % (series mostly up to about 58 µM). hit rate 0.81% among 140,000. Q92551; in the data active = activity change below about -25%
Target sequence (Q92551 whole entry, looked up): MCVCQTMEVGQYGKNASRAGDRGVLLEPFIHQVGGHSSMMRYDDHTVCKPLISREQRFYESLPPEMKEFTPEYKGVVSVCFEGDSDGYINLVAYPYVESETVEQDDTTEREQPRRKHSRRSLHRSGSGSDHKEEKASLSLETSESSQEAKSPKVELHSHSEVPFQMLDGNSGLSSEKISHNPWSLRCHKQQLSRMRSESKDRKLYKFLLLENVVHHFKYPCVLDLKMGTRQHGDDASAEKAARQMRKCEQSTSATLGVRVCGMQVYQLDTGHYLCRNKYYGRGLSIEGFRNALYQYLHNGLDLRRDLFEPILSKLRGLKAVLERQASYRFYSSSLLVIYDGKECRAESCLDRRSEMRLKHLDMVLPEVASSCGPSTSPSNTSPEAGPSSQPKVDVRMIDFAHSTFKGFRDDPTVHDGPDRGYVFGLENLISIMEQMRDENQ
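ADP-Glo luminescence measures ADP made by human IP6K1 during a 2 h RT reaction with ATP/IP6 (mix at 1.3 mM/130 uM); top library doses 57.5 and 19.1 uM final.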
HEK293 viab = counter-screen for SNCA expression inhibitors: cell viability. AID 1671193. hit rate 0.12% among 150,000. Potency, µM (series often up to 57.1 µM), without a hit: top-dose activity change, negative = cytotoxicity, most hits filed as cytotoxic. HEK-293-SNCA-luc viability, GF-AFC fluorescence, 24 h;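 note: potency is the fitted concentration of half-maximal effect; 0% = DMSO-treated cells and -100% = medium-only wells without cells; nearly all actives have a fitted effect of over 30% in size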
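Cytotoxicity counterscreen: after 24 h compound treatment of genome-edited SNCA-luciferase HEK-293 cells, live-cell protease substrate GF-AFC read by fluorescence after 30 min; activity scaled between DMSO (0%) and medium-only (-100%), curves Hill-fitted.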
* = called active by the depositor; i = inactive; u = inconclusive; x = no result given; [ ] = dose if it differs, or a comment. Unless noted, calls come from the whole dose curve; as a rule, active = well fitted curve in the direction sought with a large enough effect; inconclusive = small, poorly fitted or top-dose-only effect, or another doubt; inactive = no such curve, though single readings can be large; an effect the other way counts as inactive or inconclusive. Unless noted, % is set by controls: 0 for no effect and ±100 for the full control effect.

SMILES	NIH3T3 tox	SNCA expr inh	Luciferase inh	HEK cytotox	GPT2 inhibitor	IP6K1 inh	HEK293 viab
Cc1nn(C(C)C(=O)NCc2cccc(F)c2)c(=O)c2c1sc1ccccc12 (stereo not drawn)	x	9%	x	x	x	-5	0%
O=C(C1CCCC1)N1CC2(CCCCN2C2COC2)Cc2ccccc21 (stereo not drawn)	-26%	0%	x	-22%	-5%	2	-5%
CCOc1c(CNCCSc2nnnn2C)cccc1OC	x	-13%	x	x	x	0	4%
Cc1cn2nc(C(=O)Nc3ccc(F)cc3C)cc2c(N2CCSCC2)n1	u	28%	-2%	u	i	0	u
Cc1ccc(-c2noc([C@@H]3CCCN3C(=O)c3ccncc3)n2)cc1	-25%	2%	-7%	u	i	-1	-8%
CC(=O)N1CCC(N[C@@H]2CO[C@H](CNC(=O)c3ccccc3)[C@H]2O)CC1	i	1%[87.6 µM]	9%[172 µM]	3%[172 µM]	3%[88.5 µM]	-2	0%[87.6 µM]
CNC(=O)CCn1ncc2cc(OCc3ccccc3-c3ccccc3F)ccc21	79µM*	-17%[87.6 µM]	u	100µM*	1%[88.5 µM]	-4	-11%[87.6 µM]
COc1ccc2[nH]c3c(c2c1)CCN(C)C31CCN(C(=O)C2CCC2)CC1	-15%	46%[activator]	8%	u	2%	-7	-13%[12.5 µM]
COc1ccc(CNC(=O)CN(c2ccc(C)cc2)S(=O)(=O)c2c(C)noc2C)cc1	x	-7%	x	x	x	1	9%
COC[C@@H]1CN(C(=O)c2cc(C3CC3)[nH]n2)C[C@H]1c1ccccn1	-10%	5%	-16%	-8%	u	5	1%
COCCC1(NC(=O)NCc2ccc(C)cc2)CCN(S(C)(=O)=O)CC1	-11%	-11%	x	-3%	i	22	13%
CCOC(=O)c1ccc(NC(=O)Cn2c(N3CCN(c4ccccc4)CC3)nc(C)cc2=O)cc1	32µM*	-25%	-1%	40µM*	-10%	15	-16%

Reprinted at random: four compounds from above, in no set order.
SMILES	NIH3T3 tox	SNCA expr inh	Luciferase inh	HEK cytotox	GPT2 inhibitor	IP6K1 inh	HEK293 viab
COC[C@@H]1CN(C(=O)c2cc(C3CC3)[nH]n2)C[C@H]1c1ccccn1	-10%	5%	-16%	-8%	u	5	1%
CCOc1c(CNCCSc2nnnn2C)cccc1OC	x	-13%	x	x	x	0	4%
CNC(=O)CCn1ncc2cc(OCc3ccccc3-c3ccccc3F)ccc21	79µM*	-17%[87.6 µM]	u	100µM*	1%[88.5 µM]	-4	-11%[87.6 µM]
COCCC1(NC(=O)NCc2ccc(C)cc2)CCN(S(C)(=O)=O)CC1	-11%	-11%	x	-3%	i	22	13%

Other entries follow:
SMILES	NIH3T3 tox	SNCA expr inh	Luciferase inh	HEK cytotox	GPT2 inhibitor	IP6K1 inh	HEK293 viab
Cc1cccc(N2CCN(C(=O)c3c(C)oc4ncnc(N5CCCCC5)c34)CC2)c1C	x	25%	x	x	x	13	7%
Cc1ccc(Nc2ccnc(N3CCC(NC(=O)c4ccccc4)CC3)n2)cc1	u	30%	x	u	i	3	-17%
O=C(Nc1ccc(Cl)cc1Cl)c1cnn2c1CN(C(=O)c1ccccc1)CC2	-15%	u	x	-7%	i	14	-1%
CS(=O)(=O)N1CCC(OC2CCN(C(=O)Nc3ccccc3C(F)(F)F)CC2)CC1	3%	-12%	7%	-2%	i	11	16%
CCCCn1c(=O)c(C(=O)N2CCN(C(=O)c3ccccc3OC)CC2)nc2cccnc21	-21%	10%	x	-6%	i	-1	-14%[12.5 µM]
COc1ccc(C(=O)N2CCC[C@H]2c2nc(-c3ccccc3)no2)cc1	-12%	9%	3%	-17%	i	2	u
COc1ccccc1-c1cccc(C(=O)N2CCC[C@H]2C(=O)N2CCN(C(C)=O)CC2)c1	-6%	15%	x	-6%	i	-8	-4%[12.5 µM]
CC1(C)S[C@@H]2[C@H](NC(=O)[C@H](NC(=O)N3CCN(S(C)(=O)=O)C3=O)c3ccccc3)C(=O)N2[C@H]1C(=O)O	x	x	x	x	i	10	-16%
CC(C)C(=O)N1CCCC2(COc3ccccc3[S+](=O)([O-])N2)C1 (stereo not drawn)	i	3%	x	i	4%	11	-6%
O=C(c1ccoc1)N1CCC(N2C(=O)C3(CCCC3)C2c2ccccc2)CC1 (stereo not drawn)	u	-26%	2%	u	i	22	-1%[12.5 µM]
O=c1cc(N2CCOCC2)oc2c(-c3ccc(F)cc3)nccc12	32µM*	-13%[87.6 µM]	-6%[172 µM]	u	2%[88.5 µM]	-6	-3%[87.6 µM]
C=CCNC(=O)[C@@H]1Cc2cn(Cc3cccnc3)c3cccc(c23)[C@H](CC(C)C)N1	u	u	-11%[172 µM]	50µM*	3%[88.5 µM]	-11	u
COc1ccc(-c2cc(-c3ccccc3)nc3c2COc2ccc(F)cc2-3)cc1	x	-27%	x	x	x	8	1%
Cc1ccc(NS(=O)(=O)c2ccc3nc(-c4ccccc4)[nH]c3c2)c(Br)c1	x	-13%	x	x	x	-12	-10%
Cc1nc(-c2c3n(c(=O)n(CC(=O)Nc4ccccc4)c2=O)CCCCC3)no1	-13%	-7%	1%	3%	-10%	-8	-1%
C[C@@H]1CN(C(=O)CCCc2cccs2)C[C@@]1(O)C1CCC1	-3%	115%[activator]	u	-6%	i	11	-7%
O=S(=O)(NCc1cccc(Br)c1)c1ccc(-c2cc(C(F)(F)F)on2)s1	x	-6%	x	x	x	40	3%
O=C(NCc1cccnc1)c1nc(-c2ccc(F)cc2)c2cnccn12	u	7%	-2%	u	-6%	0	-7%
FC(F)(F)c1cccc(N2CCN(c3ncnc4c3nc3n4CCCC3)CC2)c1	x	-6%	x	x	x	-8	-5%
CCCNC(=O)CCC(=O)N1Cc2cccc(OC)c2Oc2ncccc21	x	0%	x	x	x	-3	3%
CCN1CCN(C(=O)c2cn3cc(-c4ccc(F)cc4)sc3n2)CC1	-25%	17%	x	2%	-1%	6	-19%
Cc1cccc(NC(=O)c2ccc(Cn3nc(N4CCN(c5ccccc5)CC4)ccc3=O)o2)c1C	x	u	x	x	x	37	u
O=C(c1ccccc1Cl)N1CCc2nc(C3CC3)nc(-c3ccc(Cl)cc3)c2C1	u	1%	x	u	i	-3	0%
CC(C(=O)NC1CCCCC1)[C@@H]1CC[C@@]2(C)CC[C@H](N[S+](C)(=O)[O-])[C@@H](C)[C@@H]2[C@H]1O (stereo partly drawn)	-23%[138 µM]	-4%[87.6 µM]	-8%[172 µM]	-21%[172 µM]	i	-7	7%[87.6 µM]
Cc1c(CN2CCC(O)(c3ccccc3)[C@H](N3CCCC3)C2)cnn1C (stereo partly drawn)	u	-5%	-4%	u	i	26	7%
Cc1cnc(C(=O)N2CCC(c3noc(-c4ccncc4)n3)C2)cn1 (stereo not drawn)	-17%	-13%	-8%	-8%	4%	-6	-1%
COC1CCN(CC2CCCCCN2C(=O)NC2CCCC2)CC1 (stereo not drawn)	-19%	1%	4%	-12%	i	-13	-9%
O=C(c1ccc2oc(-c3ccncc3)nc2c1)N1CCOCC1	u	16%	x	-15%	i	4	2%
CCCCn1ccnc1C1CCCN(C(=O)c2ccccc2-c2ncn[nH]2)C1 (stereo not drawn)	-4%	u	-1%	u	0%	11	-21%
N#Cc1ccc(CN2CCCC3(CN[S+](=O)([O-])c4ccccc4N3)C2)cc1 (stereo not drawn)	u	-25%	-8%	u	i	21	1%
Cc1ccccc1-c1noc(CSc2nnc(Cc3ccccc3)n2-c2ccc(F)cc2)n1	x	-17%	x	x	x	-5	-11%
CCN1C(=O)C2CC3(CCN(C(=O)NC)CC3)CN2C1=O (stereo not drawn)	-6%	4%	7%	2%	-1%	8	7%
C=CCOC(=O)C1=C(C)N=C2SC=C(CC(=O)NC3CC3)N2C1c1cccc(OC)c1OC (stereo not drawn)	i	1%	1%	-13%	3%	8	1%
COc1ccc(C(=O)N2CCC3(CC2)NC(=O)N(c2ccccc2Cl)N3)cc1	u	-11%	14%	u	u	-9	-15%
Cc1ccc(CNC(=O)c2cn(C)c3ccc(S(=O)(=O)N(C)C4CCCCC4)cc3c2=O)cc1	x	-1%	x	x	x	-1	-1%
CON=C(C(=O)N[C@@H]1C(=O)N2C(C(=O)O)=C(CSC(=O)c3ccco3)CS[C@H]12)c1csc(N)n1	x	49%[activator]	x	x	1%	x	-15%

Just IP6K1 inh, for 2 of the compounds above:
SMILES | IP6K1 inh
O=C(c1ccc2oc(-c3ccncc3)nc2c1)N1CCOCC1 | 4
CCCCn1ccnc1C1CCCN(C(=O)c2ccccc2-c2ncn[nH]2)C1 (stereo not drawn) | 11

Later entries
SMILES	NIH3T3 tox	SNCA expr inh	Luciferase inh	HEK cytotox	GPT2 inhibitor	IP6K1 inh	HEK293 viab
O=C(Nc1cccc(F)c1)C1CCN(c2cc(C(F)(F)F)ncn2)CC1	u	1%	-2%	u	u	-13	-17%
Cc1cccc(C(=O)N2C(C(=O)NCC(C)C)COC23CCN(C(=O)c2ccccc2Cl)CC3)c1 (stereo not drawn)	-3%	-16%	1%	i	-8%	-5	-8%
CNC(=O)CSc1nnc(NC(=O)Nc2ccccc2)s1	x	79%[activator]	x	x	x	15	-9%
O=C(O)c1ccc(CC2CCN(C(=O)c3ccccc3Cl)C2)cc1 (stereo not drawn)	-3%	7%	6%	-3%	i[11.5 µM]	42	3%
Cc1cc(C(=O)N2CCC(Oc3cccnc3)C2)n(C)n1 (stereo not drawn)	0%	-13%	0%	0%	i	12	0%
COc1cc(/C=C/c2nc(C#N)c(NCCc3ccccc3)o2)cc(OC)c1OC	x	0%	x	x	x	-7	2%
CCOCCOC1CCN(C(=O)Cc2cccc(OC)c2)CC1	-2%	u	-8%	0%	-7%	4	2%[12.5 µM]
O=C(COc1ccc(F)cc1)N1CCC(N2C(=O)C3(CCCC3)C2c2ccccc2)CC1 (stereo not drawn)	u	-28%	x	u	-1%	-17	-11%
CCOC(=O)c1cccc(NC(=O)Cn2ncc3c4ccccc4n(Cc4ccccc4)c3c2=O)c1	x	-13%	x	x	x	11	3%
COc1ccc(N2CCN(C(=O)c3cnc(N4CCCC4)nc3C)CC2)cc1	x	0%	x	x	x	-3	13%
COc1cccc(C(=O)Nc2ccccc2SCc2cc(=O)c3cccc(C)c3[nH]2)c1	x	16%	x	x	x	2	u
CCOc1ccc(OCC)c(NS(=O)(=O)c2c(C(=O)N3CCCCCC3)c(C)n(C)c2C)c1	x	26%	x	x	x	-3	-28%
CC(C)CCN1CCOc2cc(C(=O)Nc3ccncn3)ccc2C1	u	-3%[87.6 µM]	2%[172 µM]	u	3%[88.5 µM]	-6	0%[87.6 µM]
Cc1ccc(CN2C(=O)c3ccccc3Sc3ccc(C(=O)OCc4ccco4)cc32)cc1	x	17%	x	x	x	11	5%

Some of the compounds tested; the hit share may differ from the screen's.
